# Source: PubChem BioAssay
# VP16 counter: inhibits Gal4-VP16 luciferase reporter, ROR gamma counter-screen | Drosophila S2 Gal4-VP16 UAS-luciferase, luminescence, 20 h | Potency, µM (highest dose often 53.6 µM), for the others: at the top dose activity, negative = inhibition, usual class: inhibitors | hit rate 3.5% among 310,000 | AID 2546;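 further: Gal4-VP16 expression switched on by copper sulfate through the metallothionein promoter; on the % scale 0 is the no-effect control and ±100 the full control effect; nearly all actives have a fitted effect of over 50% in size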
# uPA surface inh: cell surface uPA generation inhibition; cell surface uPA generation assay, qHTS; Potency, µM (series often up to 38.3 µM), for the others: at the highest dose activity change, negative = inhibition, hits mostly inhibitors; hit rate 0.31% among 330,000; AID 540303; active means well fitted inhibition curve with a large enough effect; inconclusive means small, poorly fitted or top-dose-only effect; inactive means no such curve, though single readings can be large or run the other way; tested in mouse RAW 264.7 cells; further: on the % scale 0 is the no-effect control and ±100 the full control effect; nearly all actives have a fitted effect of over 55% in size
# BRCA1 expr up: increases BRCA1 expression; MCF7-BRCA1-FFLuc reporter, luminescence, 48 h; response scale: scaled: vehicle 0%, 10 µM genistein 100%; AID 624202; hit rate 1.1% among 380,000; Potency, µM (series often up to 46.1 µM), without a hit: top-dose activation, usual class: activators; further: nearly all actives have a fitted effect of over 80% in size; some results filed as inactive show a strong effect at the top dose
#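 Luminescence from a BRCA1-driven firefly luciferase in MCF7 cells was the read-out, taken 15 min after substrate addition following 48 h compound exposure at 37 °C. Data were normalized to a 10 microM genistein control and DMSO vehicle.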
# p53 reactivator: re-activators of mutant p53; H1299 p53-A138V BP100-luciferase reporter, luminescence, 24 h; Potency, µM (highest dose often 92.2 µM), for the others: at the highest dose activity change, positive = activation, most hits filed as activators; hit rate 0.063% among 320,000; AID 504706; further: % of control where 0% means no effect; nearly all actives have a fitted effect of over 45% in size
#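 H1299 (p53-null), stable ts p53-A138V + BP100-Luc; 1000 cells/well, Opti-MEM/10% FBS; cpd 4 pt, 1:5; 24 h, 37 deg C, 5% CO2; detection reagent 10 min RT; luminescence.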
# CXXC DNA block: inhibitors of human MLL CXXC domain-DNA interaction; hit rate 0.037% among 290,000; Q03164; MLL-CXXC / FITC-HOXA9 DNA fluorescence polarization; Potency, µM (highest dose often 115 µM), for inactives: top-dose activity change, negative = inhibition, actives largely listed as inhibitors; AID 2662; active means well fitted inhibition curve with a large enough effect in the polarisation, with a control signal flat, not every such curve was filed as active; inconclusive means small, poorly fitted or top-dose-only effect, or effect the other way, or a change in a side signal; inactive means no such curve, though single readings can be large or run the other way; the % refers to the polarisation
#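 Fluorescence polarization: 7 uM MLL-CXXC (stock) preincubated 5 min with compounds, then 50 nM fluorescein-HOX-A9 DNA (stock) added; 30 min ambient. Buffer 50 mM Tris-HCl pH 7.5, 50 mM NaCl, 1 mM DTT, 0.05% BSA.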
# FLuc counter: inhibits or activates purified firefly luciferase, miR-21 counter-screen; purified FLuc, Km substrates, luminescence inhibition; Potency, µM (doses to about 57.5 µM), for inactives: at the top dose activity change, negative = inhibition, actives largely listed as inhibitors; hit rate 6.9% among 360,000; AID 588342;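 further: plate controls were vehicle for no effect and reference inhibitor for full effect; nearly all actives have a fitted effect of over 55% in size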
# Target sequence (P08659 whole entry, looked up): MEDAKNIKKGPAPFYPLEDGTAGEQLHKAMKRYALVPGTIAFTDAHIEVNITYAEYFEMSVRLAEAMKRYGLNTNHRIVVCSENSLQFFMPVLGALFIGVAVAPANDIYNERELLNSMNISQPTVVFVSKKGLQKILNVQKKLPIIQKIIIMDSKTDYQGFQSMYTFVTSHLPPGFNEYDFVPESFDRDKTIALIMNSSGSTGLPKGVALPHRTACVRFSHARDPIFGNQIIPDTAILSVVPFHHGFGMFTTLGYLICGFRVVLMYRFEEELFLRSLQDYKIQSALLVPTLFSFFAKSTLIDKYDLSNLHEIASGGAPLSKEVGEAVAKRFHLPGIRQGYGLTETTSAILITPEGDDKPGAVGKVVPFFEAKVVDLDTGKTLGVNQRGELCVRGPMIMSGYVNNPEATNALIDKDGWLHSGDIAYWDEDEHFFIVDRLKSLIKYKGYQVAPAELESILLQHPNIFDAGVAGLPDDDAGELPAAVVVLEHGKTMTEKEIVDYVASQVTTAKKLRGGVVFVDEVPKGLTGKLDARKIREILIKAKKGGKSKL
#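 Biochemical qHTS of compounds, final roughly 60 µM downward over six points, against 10 nM purified firefly luciferase using Km concentrations of substrates (10 uM D-luciferin, 10 uM ATP) in Tris acetate pH 7.5 buffer; luminescence output.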
# Rab9 promoter act: activators of Rab9 promoter; Huh7 Rab9 promoter-luciferase reporter, luminescence, 24 h; Potency, µM (doses to about 9.22 µM), for the others: at the top dose activation, negative = inhibition, usual class: activators; hit rate 2.8% among 320,000; AID 485297; further: % of control where 0% means no effect; nearly all actives have a fitted effect of over 60% in size
#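 Steps: seed 1500 Huh7 Rab9-luc cells per well, rest 2 h at 37 °C; add compound in DMSO; incubate 24 h; add luciferase reagent, 10 min ambient; read luminescence.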
# MBNL1-CUG inh: inhibitors of human MBNL1 binding to CUG repeat RNA | AID 2675 | TR-FRET MBNL1-His/biotin-(CUG)12 binding, 665/545 ratio | Potency, µM (highest dose often 57.5 µM), inactives show top-dose activity change, negative = inhibition, actives largely listed as inhibitors | hit rate 0.036% among 280,000; active means well fitted inhibition curve with a large enough effect in the signal ratio, with a control signal flat, not every such curve was filed as active; inconclusive means small, poorly fitted or top-dose-only effect, or effect the other way, or a change in a side signal; inactive means no such curve, though single readings can be large or run the other way; the % refers to the signal ratio; further: on the % scale 0 is the no-effect control and ±100 the full control effect
#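 MBNL1-His + Biotin-(CUG)12, cpd titration 92 nM–58 uM; Tb anti-His Ab 0.055 ng/ul, SA-XL665 5 nM (final); 60 min RT; ratiometric 665/545 nm, Ex 340 nm; normalized to buffer and full-complex controls.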
# ELG1 genotox: inducers of genotoxicity in HEK293T ELG1-luciferase cells. hit rate 1.3% among 330,000. Potency, µM (series often up to 46 µM), for inactives: at the top dose activity change, positive = activation, most hits filed as activators. HEK293T ELG1-luciferase reporter, luminescence, 16 h. AID 504466; further: % of control where 0% means no effect; nearly all actives have a fitted effect of over 60% in size
#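 DMSO vehicle served as control against compound-treated ELG1-luciferase HEK293T cells; exposure lasted 16 hr at 37 °C and 5% CO2, followed by ONE-Glo luminescence detection after 30 min.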
# RORg inh: ROR gamma (mouse) transcription inhibition; Potency, µM (highest dose often 53.6 µM), without a hit: top-dose activity change, negative = inhibition, usual class: inhibitors; Drosophila S2 Gal4-RORgamma UAS-luciferase reporter, 20 h; hit rate 5.4% among 310,000; P51450; further: on the % scale 0 is the no-effect control and ±100 the full control effect; nearly all actives have a fitted effect of over 60% in size
#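 Stably transfected Drosophila Schneider cells are the test system, with ROR gamma fused to Gal4 and luciferase under UAS control; luminescence is read after 20 hr of 700 uM copper sulfate induction at ambient temperature.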
# NPC1 prom act: activators of NPC1 promoter; Huh7 NPC1 promoter luciferase reporter, 24 h; Potency, µM (highest dose often 9.22 µM), for the others: top-dose activation, most hits filed as activators; hit rate 2.4% among 320,000; AID 485313;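 further: % of control where 0% means no effect; nearly all actives have a fitted effect of over 60% in size; reporter is driven by a mutant NPC1 promoter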
#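 Huh7 reporter cells (NPC1 promoter driving luciferase) are dosed with compound for 24 h at 37 °C, 5% CO2; luciferase detection reagent is then added and luminescence measured after 10 min at ambient temperature.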
# * marks the source's active call; other numbers are inactive results; ? = inconclusive; . = no result given; & = joins results of further samples; [ ] = dose if it differs, or a comment. Unless noted, the call rests on the fitted dose curve; in most records, active means well fitted curve in the direction sought with a large enough effect; inconclusive means small, poorly fitted or top-dose-only effect, or another doubt; inactive means no such curve, though single readings can be large; an effect the other way counts as inactive or inconclusive. Potency means the concentration at half of the fitted maximal effect. An excerpt, so the mix of outcomes need not match the whole.
SMILES,VP16 counter,uPA surface inh,BRCA1 expr up,p53 reactivator,CXXC DNA block,FLuc counter,Rab9 promoter act,MBNL1-CUG inh,ELG1 genotox,RORg inh,NPC1 prom act
O=c1c(C=NCc2ccccc2)c(NCc2ccccc2)nc2ccccn12,4%,-1%,-30%,3%,-5%,-5%,-1%,7%,0%,9%,4%
CC(=O)Cc1cc(O)c2ccccc2c1OC(=O)c1ccccc1,6%,-1%,-48%,-11%,-5%,5%,4%,4%,-2%,-7%,-1%
Cc1ccc(-c2ncns2)cc1,1%,-1%,-15%,1%,-3%,-13%,4%,1%,0%,19%,-1%
Cc1ccc(C(=O)NCC(c2ccco2)N2CCc3ccccc32)cc1C (stereo not drawn),.,-9%,-33%,-2%,.,3%,0%,.,3%,.,0%
CCC(=O)Nc1nnc(S(=O)(=O)N2c3ccccc3CC2C)s1 (stereo not drawn),-1%,6%,0%,11%,5%,1%&2%,-5%,-6%,-2%,1%,0%
Cc1cc(C)cc(OC(=O)CCN2C(=O)C3C4C=CC(C5CC45)C3C2=O)c1 (stereo not drawn),1%,1%,16%,3%,10%,4%,-4%,-6%,0%,6%,-1%
Cc1cc(C)c(S(=O)(=O)N2CCN(C(=O)c3ccc(-n4cncn4)c([N+](=O)[O-])c3)CC2)c(C)c1,.,-3%,-28%,9%,.,0%,-7%,.,0%,.,-4%
COc1ccc(-c2[nH]ncc2CN(C)Cc2cc(C)[nH]n2)c(F)c1,-2%,7%,-16%,-1%,-11%,0%,-1%,-6%,-2%,-11%,-5%
Nc1nonc1-n1nnc(C(=O)N/N=C/c2cccs2)c1CSc1ccccc1,5µM*,0%,-25%,-1%,5%,0%,-3%,0%,-4%,?,1%
CC(C)OC(=O)Cn1c(=O)oc2ccccc21,18%,-3%,10%,-1%,-4%,5%,17%,4%,1%,0%,1%
Cc1ccc(NC(=O)COC(=O)CN2C(=O)NC3(CCCC3)C2=O)cc1Cl,.,6%,4%,-2%,.,-1%,-3%,.,8%,.,-3%
COC(=O)c1nn(-c2ccc(Cl)cc2)c(=O)cc1Sc1ccccn1,1%,-6%,-2%,-12%,1%,1%,-3%,?,0%,-2%,2%
CC(=O)c1cccc(S(=O)(=O)N2CCC(C(=O)Nc3cccc(C(=O)NC4CC4)c3)CC2)c1,.,-10%,9%,1%,.,-1%,-6%,.,0%,.,-1%
Cc1cccc2[nH]c(SCC(=O)N3CCOCC3)nc12,29%,4%,54%,4%,-5%,-10%,27%,-2%,6%,36%,5%
COc1cc(OC)c(S(=O)(=O)N2CCN(C(=O)c3ccccc3F)CC2)cc1NC(C)=O,6%,0%,6%,-1%,0%,-3%,-8%,-7%,1%,1%,-4%
CCCCN(C(=O)c1ccc(NC(=O)C(C)C)cc1)c1ccccc1,-16%,1%,22%,-3%,8%,4%,-3%,2%,-4%,6%,-1%
CCC(C)c1ccccc1OCCCCN1CCCC1 (stereo not drawn),-3%,6%,-39%,5%,7%,-1%,-1%,-12%,-6%,0%,-3%
COc1ccc(Cn2c(O)c(C=Nc3ccc(OC)cc3)c3ccccc3c2=O)cc1,-11%,2%,-23%,-2%,52%[activator],-2%,-1%,-5%,1%,3%,-8%
Fc1ccc(NC(=S)N2CCc3ccccc32)cc1,?,2%,-5%,22%,-9%,?,9%,1%,5%,11µM*,26%
CN(C)C(=O)c1ccc2c(c1[N+](=O)[O-])C(=O)c1ccccc1C2=O,3.5µM*,-6%,46%,?,0%,4%,?,?,8%,2.2µM*,?
Cc1cc(NC(=O)Nc2cc(Cl)sc2Cl)no1,-15%,-4%,-37%,21%,-2%,?,1%,-9%,3%,13%,13%
COc1ccc(-c2cc(C(F)(F)F)nc(SCC(N)=O)n2)cc1,-12%,-10%,0%,-10%,0%,-2%,-29%,35%[activator],0%,45%,6%
N#CCCN(C(=O)COC(=O)Cc1ccc(Br)cc1)c1ccccc1,-7%,6%,-5%,-2%,20%,2%,-2%,2%,2%,-12%,0%
O=C(O)c1ccccc1C(=O)Nc1ccc(Nc2ccc([N+](=O)[O-])cc2[N+](=O)[O-])cc1,-11%,-9%,-5%,1%,?,1%,-1%,?,2%,29%,-1%
CCC(C)N1CC(C(=O)O)CC1=O (stereo not drawn),3%,4%,-4%,-1%,-2%,2%,-7%,-3%,-1%,-5%,-1%
COc1cc([N+](=O)[O-])cc(CN2CCCCC2)c1O,-6%,-1%,2%,-11%,-7%,-1%,17%,?,0%,34%,0%
CC1(c2ccncc2)Nc2ccccc2-c2nc3ccccc3n21 (stereo not drawn),.,-7%,?,6%,5%,-22%,2%,-4%,17%,36%[0.365 µM],0%
COc1ccc(CCNC(=S)N2CCC(Cc3ccccc3)CC2)cc1OC,?,.,-34%,5%,-2%,-2%,-31%[inhibitor],-6%,-6%,?,-17%
COc1ccc(NC(=O)CN(C)C(=O)c2ccc(OCc3ccccc3)c(OC)c2)cc1,.,-1%,-3%,-2%,.,4%,1%,.,0%,.,4%
Cc1nc(NC(=O)COC(=O)C(NC(=O)c2ccco2)C(C)C)c(Cl)cc1Cl (stereo not drawn),4%,2%,6%,7%,-5%,2%,1%,1%,2%,1%,0%
O=C(CN1C(=O)C2C3C=CC(C3)C2C1=O)Nc1nc2ccccc2[nH]1 (stereo not drawn),9%,1%,74%,12%,12%,?,16%,-7%,17%,12%,0%
COc1ccc(Br)cc1C1Nc2cccc3cccc(c23)N1,-1%,9%,-24%,?,-6%,-20%,23%,?,?,-23%,?
COc1ccc(C2C3C(C)=NN=C3CC(C)(O)C2C(C)=O)cc1 (stereo not drawn),-8%,-2%,-6%,4%,24%,-2%,1%,-8%,1%,13%,-2%
O=C(OCN1C(=O)c2ccccc2C1=O)c1ccc(Cl)nc1,2%,-2%,-4%,6%,-7%,-1%,-6%,9%,29%,-8%,2%
